Source: PubChem
Pf Dd2 inh: blocks in vitro growth of P. falciparum Dd2; Potency, µM (doses to about 28.9 µM), inactives show top-dose activity, negative = inhibition, hits mostly inhibitors; P. falciparum Dd2 growth, SYBR Green, 72 h; 120,000 compounds, 4.3% hits; active = well fitted inhibition curve with a large enough effect; inconclusive = small, poorly fitted or top-dose-only effect; inactive = no such curve, though single readings can be large or run the other way;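 note: plate controls were DMSO vehicle for no effect and reference drug for full effect; nearly all actives have a fitted effect of over 65% in size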
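Infected erythrocytes (Dd2, 0.3% parasitemia, 2.5% hematocrit final) are added to compound in RPMI-1640/Albumax II medium, grown 72 h at 37C in low oxygen, then lysed with saponin/Triton-X containing SYBR Green and read by fluorescence.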
An asterisk follows results filed as active; i = inactive; ? = inconclusive; [ ] = dose if it differs, or a comment. Potency is the fitted concentration of half-maximal effect. These rows are one share of the data, so the mix of outcomes need not match the whole.

mol,Pf Dd2 inh
Cc1nc(-c2ccc(C)c(N3CCN(C(=O)Nc4ccccc4C(F)(F)F)CC3)c2)no1,-16%
Cc1ccc(S(=O)(=O)N2CCCc3cc(NC(=O)c4c(F)cccc4F)ccc32)cc1,13%
CC(C)c1noc(C2CCCN(C(=O)CC3CCCCC3)CCC(=O)NCC2)n1 (stereo not drawn),?
Cc1ccc(Nc2cc(C(=O)NC3CCCC3)c3ccccc3n2)cc1C,6%
COc1cc(SC)ccc1C(=O)N[C@H]1CCN2C(=O)N(c3ccc(F)c(Cl)c3)C(=O)[C@@H]2C1,-20%
Cc1nc(-c2ccccc2)n(Cc2ccc(F)cc2Cl)c(=O)c1CCO,?
COc1ccc(-c2ccc3nnc(CNC(=O)c4cccc(OC(F)(F)F)c4)n3n2)cc1,i
O=C(COc1ccccc1Cl)Nc1ccc(-c2nc3ccccc3s2)cc1,70%[activator][5.79 µM]
COc1ccc(C(=O)Nc2ncc(-c3cccc(N(C)C)c3)c3c2OCC3)cc1,8%[44.1 µM]
CC(=O)Nc1ccc(CN2C[C@H](O)C[C@H]2c2nc(-c3ccc(OC(F)(F)F)cc3)no2)cc1,?
COc1ccc2[nH]c(C(=O)N3CCCCCNC(=O)[C@@H]4CCC[C@@H]43)cc2c1,?
COc1cccc(CNC(=O)C2CCN(c3cc(C(F)(F)F)ncn3)CC2)c1,-5%
Cc1ccc(NCc2cccn2-c2nnc(N3CCC(C(=O)NCCc4ccccc4)CC3)s2)cc1,?
COc1ccc(-n2nc3cc(C)c(NC(=O)c4ccc(-c5ccc(Br)cc5)o4)cc3n2)cc1,21%
Cc1cc2cc(-c3c(C)noc3C)nc(NC3CCN(C)CC3)c2o1,10µM*
CC(C)C(=O)NCC1CN(Cc2ccccc2)C(=O)c2c(ccnc2-c2ccc(OCC(=O)O)cc2)O1 (stereo not drawn),1.1µM*
CN(C)C(=O)N1CCC(C(=O)N2CCOC(Cc3cccc4ccccc34)C2)CC1 (stereo not drawn),i
O=c1oc2ccc(Br)cc2cc1-c1nc(-c2ccccc2)no1,38%[activator]
COc1cc(-c2cc(OC)c3c(C)oc(C)c3c(=O)c2)ccc1OC(=O)c1cccc(C)c1,?
O=C(CSc1c2c(nc3ccc(Cl)cc13)CCCC2)N1CCN(c2cccc(Cl)c2)CC1,-28%
CCC(Sc1nc2n[nH]c(C)c2c(=N)n1-c1ccc(Br)cc1)C(=O)N(CC)CC (stereo not drawn),-22%
Cc1cccc(Oc2nc3c(C)cccn3c(=O)c2/C=C(\C#N)c2nc3ccccc3[nH]2)c1,?
COc1ccc(NC(=O)CCc2nnc3n(C)c(=O)c4sccc4n23)cc1Cl,19%
CN(C)C[C@H]1C[C@@H](CO)CN(C(=O)c2ccccc2-c2ccc(F)cc2)C1,-17%
CC(=O)NCC(=O)N1CC(F)(F)C[C@H]1c1nc(C2CC2)no1,10%
Cc1c(C(=O)O)sc2ncnc(NCC3(O)CCCCC3)c12,1%
COCCOCC(=O)N1C[C@@H](Oc2ccccc2)C[C@H]1C(=O)N1CCOCC1,-3%
Nc1nonc1-c1nc2ccccc2n1CC(=O)Nc1ccc(F)cc1,i
CCOC(=O)c1cnc2ccc(OC)cc2c1Nc1cccc(C(C)=O)c1,-7%
COc1ccccc1-c1cc(C(=O)N(C)C)nn2cccc12,i
Cc1cc(OCC(=O)Nc2sc3c(c2C#N)CCC(C)C3)ccc1Cl (stereo not drawn),i
COc1cc(NC(=O)CC2CCCN(c3cn[nH]c(=O)c3)C2)cc(OC)c1 (stereo not drawn),-25%
Cc1ncccc1C(=O)N1CC(Oc2ccccc2-c2nc(-c3ccccc3)no2)C1,11µM*
O=C(Cc1ccc2c(c1)OCO2)N1CCc2[nH]nc(-c3ccccc3F)c2C1,-17%
O=C(Nc1ccccc1C(F)(F)F)Nc1c[nH]c(=O)[nH]c1=O,97%[activator]
c1ccc(-c2ccnc3nc(C4CCC4)nn23)cc1,-9%
Cc1ccc(C)c(Nc2cc(C(=O)NCCCN(C)C3CCCCC3)c3ccccc3n2)c1,i
CC(C)C1=NOC2(CCN([S+](=O)([O-])c3cccs3)C2)C1 (stereo not drawn),9%
COc1ccc(N2CC(C(=O)N3CCC(C(=O)NCc4ccc(C(F)(F)F)cc4)C3)NC2=O)cc1 (stereo not drawn),-4%
CCc1ccc(-c2cn3c(n2)sc2cc(C(=O)NCCc4ccc(OC)cc4OC)ccc23)cc1,?

Look-ups from above:
`COc1ccc(N2CC(C(=O)N3CCC(C(=O)NCc4ccc(C(F)(F)F)cc4)C3)NC2=O)cc1` (stereo not drawn) @ Pf Dd2 inh: -4%
`COc1cc(SC)ccc1C(=O)N[C@H]1CCN2C(=O)N(c3ccc(F)c(Cl)c3)C(=O)[C@@H]2C1` @ Pf Dd2 inh: -20%

Other entries:
mol,Pf Dd2 inh
O=C1NC(=NC2CCCC2)C2(CCN([S+](=O)([O-])c3cccs3)C2)N1c1cc(F)cc(F)c1 (stereo not drawn),11%
CCOC(=O)CSc1nc(-c2ccc(OCC)cc2)cc(C(F)(F)F)c1C#N,68%[activator][5.79 µM]
COCC(=O)NC1CCC12CCN(Cc1cccc(F)c1)CC2 (stereo not drawn),?
NC1CCCCN(C(=O)c2ccc(Cn3cccn3)o2)C1 (stereo not drawn),19%
N#Cc1cccc(-c2cn3c(n2)N(C(=O)CC2CCNCC2)CCC3)c1,i
COCC1CN(C(C)=O)CC12CCN(Cc1ccc(Cl)cc1F)CC2 (stereo not drawn),?
CC(=O)N1CCC2(CC1)CC(c1ccccc1)=NO2,6%[44.1 µM]
COc1cccc(CCC(=O)NCC23CCCC=C2N(C)C(=O)CC3)c1 (stereo not drawn),-6%
Cc1ccc(CNC(=O)C2Cn3cccc3C(=O)N2C)o1 (stereo not drawn),-2%
COc1ccc(Cl)cc1NC(=O)CSC1=Nc2ccccc2C2=NC(CCC(=O)NCc3ccco3)C(=O)N12 (stereo not drawn),?
COc1cccc(CNC(=O)c2cc3c(N4CCCC4)nc(C)cn3n2)c1,-6%
O=C(c1ccco1)N1CCC[C@H]1c1nc(-c2ccc(F)cc2)no1,?
O=C(c1ccc(Cl)cc1)N1CCC(n2cc(-c3nc(-c4ccccc4)no3)nn2)C1 (stereo not drawn),-17%
COc1cccc(S(=O)(=O)N2CCCC(CN3CCOCC3)CC2)c1 (stereo not drawn),?
O=C(NCC1Cn2cccc2C(=O)N1Cc1ccccc1)c1ccco1 (stereo not drawn),?
CCOC(=O)c1c(C)[nH]c(C)c1S(=O)(=O)N1CCC(C(=O)Nc2ccc(C)c(Cl)c2)CC1,6%
O=c1[nH]c(C2CCCN(Cc3ccccc3C(F)(F)F)C2)nn1-c1ccc(Cl)cc1 (stereo not drawn),?
Cc1ccc(-n2c(C3CCN(C(=O)c4ccoc4)CC3)n[nH]c2=O)cc1,51%[activator]
Cc1ccc(-n2nc(C(=O)Nc3ccc(F)cc3Cl)c(=O)n(C)c2=O)cc1,14%
CC1Oc2ccc(NC(=O)Cc3ccc(F)cc3)cc2CN(CCc2ccc(F)cc2)C1=O (stereo not drawn),-31%
CCn1cc(C(=O)NCCCOC)c(=O)c2cc(S(=O)(=O)N3CCc4ccccc4C3)ccc21,?
O=C(C[C@@H]1C[C@H]2O[C@H](CNC3CCC(F)(F)CC3)[C@@H](O)[C@H]2O1)N1CCC(F)(F)C1,0%[44.1 µM]
Cc1ccccc1-c1ccnc(-c2nnc(C)n2Cc2ccncc2)c1,i
CCN1C(=O)C2(CCN(S(=O)(=O)Cc3ccccc3Cl)CC2)c2ccccc21,?
O=C(c1cc(F)ccc1F)N1CCN(c2cc(-c3ccc(Cl)cc3)[nH]n2)CC1,-1%
CSc1ncc(C(=O)Nc2cccc(C)c2C)c(-c2ccccc2)n1,56%[activator]
O=C(Cc1ccccc1)N1CCCC(c2noc(COc3ccccc3F)n2)C1 (stereo not drawn),0%
CCOc1cccc(CN2C[C@@H](Oc3ccccc3)C[C@@H]2C(=O)NC)c1,?
COc1ccc(CC(=O)N2CC[C@@H](CC(=O)O)[C@@H](CCN3CCN(c4cccc(C(F)(F)F)c4)CC3)C2)cc1,-8%
CC(C)CC(=O)N1CCC2(CC1)NCCc1c2[nH]c2ccccc12,-15%
Cc1nnc2n1C(C)CN(C(=O)CCCn1cnc3ccccc3c1=O)C2 (stereo not drawn),-10%
CC(C)N1CC2CCC(C1)N2Cc1cccc(-c2cccs2)c1,?
Cc1ccc(C(=O)N2CC[C@@H]3CN(S(C)(=O)=O)[C@@H]3C2)cc1C,21%
Cc1ccc(CNC(=O)C2CCCN(S(=O)(=O)c3ccc4c(ccn4C)c3)C2)cc1 (stereo not drawn),59%[activator]
Cc1cccc(C)c1NC(=O)CN(C)S(=O)(=O)c1ccc2c(c1)n(C)c(=O)c(=O)n2C,?
COc1cccc(CNC(=O)CN2C(=O)N(c3c(C)cccc3C)S(=O)(=O)c3ccccc32)c1OC,?
COc1ccc2c(c1)CC(C(=O)Nc1cc(OC)c(OC)c(OC)c1)CO2 (stereo not drawn),7%
CCOc1ccc(C(=O)NC2CCCN(c3cc(-c4ccccc4)[nH]n3)C2)cc1 (stereo not drawn),i
O=C(CSc1nc(-c2ccccc2)no1)N1CCN(c2ccccc2)CC1,10µM*
CCN(C(=O)c1nn(-c2ccc(OC)c(Cl)c2)c(=O)c2c1c1ccccc1n2C)c1cccc(C(F)(F)F)c1,?
COc1ccccc1CN1CCC(CNS(=O)(=O)c2cc(-c3onc(C)c3C)ccc2OC)CC1,?
COc1ccc(C(=O)NC[C@H]2C[C@@H]3CCN2C[C@@H]3c2cc(-c3ccccc3Br)nc(C)n2)cc1,7.1µM*
O=[S+]([O-])(NCC1CN(Cc2ccc3c(c2)CCO3)CC12CN(c1ccccc1)C2)c1ccccc1 (stereo not drawn),i
Cc1cn2nc(-c3nc(C4CCCN(C(=O)c5ccccc5F)C4)no3)cc2c(=O)[nH]1 (stereo not drawn),?
CS(=O)(=O)N1CCc2cc(S(=O)(=O)NCc3ccccc3Cl)ccc21,3.2µM*
COc1ccc(Cl)cc1S(=O)(=O)N1CCC2(CCCNC2)C1 (stereo not drawn),?
CCC(Sc1nnc2c3ccccc3n(C)c2n1)C(=O)Nc1nnc(C(C)C)s1 (stereo not drawn),-17%
CC1(C)[C@H](Cc2cc(CO)on2)C[C@@H]1NS(=O)(=O)c1ccc(F)cc1,-10%[44.1 µM]
Cc1ccc(CNC(=O)c2c(-c3ccc(Br)cc3)noc2C)o1,-11%
COc1ccccc1NC(=O)C1=C(C)Nc2nc(-c3ccco3)nn2C1c1ccccc1F (stereo not drawn),-25%
Cn1nc(C2CCN(C(=O)Cc3ccc(Cl)cc3)CC2)[nH]c1=O,i
COc1cccc([S+](=O)([O-])N2CCC3(CC(c4cccc(C(F)(F)F)c4)=NO3)C2)c1 (stereo not drawn),-8%
CCc1cccc(-n2nnnc2N2CCN(C(=O)Cc3ccc(C)c(F)c3)CC2)c1,?
Cc1cc(C(F)(F)F)n(CC(C)CNc2ncncn2)n1 (stereo not drawn),i
CN(c1cc(=O)c2ccnc(-c3cccc(C(F)(F)F)c3)c2o1)C1CCOCC1,?
CN(CCc1ccccn1)C[C@H]1CN2CC[C@H]1C[C@@H]2CNC(=O)c1ccc(C(F)(F)F)cc1,i

Next part
mol,Pf Dd2 inh
Cc1ncnc(N2CCC(CO)(Cc3ccccc3C(F)(F)F)CC2)c1C,-19%
CCNc1cc(N2CCN(C3CCCCC3)CC2)c2noc3c2c1C(=O)c1ccccc1-3,5µM*
Cc1nn(C)c2c1c(C(F)(F)F)cc(=O)n2CC(=O)NC(C)(C)C,40%[activator]
Cc1ccc(Cl)cc1N1CCN(C(=O)Cn2nc(C)c3sc4ccccc4c3c2=O)CC1,53%[activator]
COc1cc(OC)cc(-c2nn(-c3ccc(C)cc3C)c(OC(C)=O)c2-c2ccc(NC(C)=O)cc2)c1,-18%
CCC(C)NC(=O)CSc1nc2cc3c(cc2c(=O)n1CCCC(=O)NCCc1ccc(OC)c(OC)c1)OCO3 (stereo not drawn),i
O=C(O)CCC(=O)N[C@H]1CO[C@H]2[C@@H]1OC[C@@H]2n1nnnc1Oc1ccc2c(c1)OCO2,9%[44.1 µM]
O=C(OCc1cc(=O)n2nc(C3CC3)sc2n1)c1ccc(NC(=O)c2ccccc2Cl)cc1,?
c1coc(-c2ccnc3nc(C4CC4)nn23)c1,-6%
CC1CCN(C(=O)CN2CC(C)Sc3ccccc32)CC1 (stereo not drawn),37%[activator]

Exported as labelled records: part of the list above.
O=C(O)CCC(=O)N[C@H]1CO[C@H]2[C@@H]1OC[C@@H]2n1nnnc1Oc1ccc2c(c1)OCO2
- Pf Dd2 inh: 9%[44.1 µM]

Cc1ccc(Cl)cc1N1CCN(C(=O)Cn2nc(C)c3sc4ccccc4c3c2=O)CC1
- Pf Dd2 inh: 53%[activator]

CC1CCN(C(=O)CN2CC(C)Sc3ccccc32)CC1 (stereo not drawn)
- Pf Dd2 inh: 37%[activator]

COc1cc(OC)cc(-c2nn(-c3ccc(C)cc3C)c(OC(C)=O)c2-c2ccc(NC(C)=O)cc2)c1
- Pf Dd2 inh: -18%
